# Source: PubChem (National Center for Advancing Translational Sciences (NCATS))
# Akt phos inh = HTS Assay for Inhibitors of Akt Phophorylation: Primary Screen; activity change, % for hits at 50 µM; Neuro2A IGF-stimulated pAkt S473 HTRF, 20 min; stronger effect = lower value; 360,000 compounds, 0.32% hits; AID 651550, 2012; in the data active means activity change below about -80%; inconclusive means mostly about -51% to -80%; further: on the % scale 0 is the no-effect control and ±100 the full control effect
#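 Neuro2A cells (4,500/well, DMEM with 0.5% FBS) were treated with compound at a single 50 µM final concentration, stimulated with 6 nM IGF for 20 min at 37 °C, and lysed. Phospho-Akt Ser473 was read by HTRF as 665/615 ratio ×10^4.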
# Abeta yeast res = qHTS for compounds that reverse cellular toxicity of Amyloid beta (A-beta) peptide in yeast: Primary Screen; 410,000 compounds, 0.063% hits; yeast expressing A-beta42, growth rescue, OD600, 48 h; response scale: 0% DMSO, 100% iron-clioquinol control; Potency, µM (series often up to 46.1 µM), without a hit: at the highest dose growth rescue, most hits filed as activators; AID 1347071, 2019; further: potency means the concentration at half of the fitted maximal effect; nearly all actives have a fitted effect of over 55% in size
#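 Yeast A-beta toxicity model in growth medium with pinned compounds, 48 h at 30 C; growth read as absorbance at 600 nm. Normalized to FeCl3/clioquinol equimolar mix (positive) and DMSO (negative).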
# Nrf2 inh = Nrf2 qHTS screen for inhibitors; Potency, µM (highest dose often 46 µM), for inactives: at the highest dose activity change, negative = inhibition, actives largely listed as inhibitors; 360,000 compounds, 2.1% hits; AID 504444, 2011; A549 ARE-Fluc reporter, luciferase luminescence, 18-24 h; further: potency means the concentration at half of the fitted maximal effect; on the % scale 0 is the no-effect control and ±100 the full control effect; nearly all actives have a fitted effect of over 60% in size
#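 Quantitative HTS in A549 cells stably bearing an antioxidant response element-firefly luciferase construct. Inhibition of Nrf2-driven transcription was scored by luminescence after 18-24 h of compound exposure at 37 °C.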
# HepG2 viability = qHTS for Inhibitors of TGF-b: Cytotox Counterscreen. Potency, µM (top dose mostly 46.1 µM), inactives show at the highest dose activity change, negative = cytotoxicity, usual class: cytotoxic. HepG2 CAGA-GFP viability, ATP luminescence, 18 h. 410,000 compounds, 0.76% hits; further: potency means the concentration at half of the fitted maximal effect; some results filed as inactive show a strong effect at the top dose
#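 HepG2 CAGA-GFP cells (1000/well, DMEM with 1% FBS) received compound, then TGF-beta at 500 pg/mL final, and were incubated 18 hours at 37 degrees C. Viability was read by CellTiter-Glo luminescence. Media-only wells were set as complete cell-killing and DMSO as no toxicity.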
# A549 tox = Nrf2 qHTS screen for inhibitors: counterscreen for cytotoxicity | A549 ARE-Fluc cells, CellTiter-Fluor viability, 18-24 h | Potency, µM (titrated, usually from 46 µM), for inactives: top-dose activity change, negative = cytotoxicity, actives largely listed as inhibitors | 390,000 compounds, 0.16% hits; further: potency means the concentration at half of the fitted maximal effect; on the % scale 0 is the no-effect control and ±100 the full control effect
#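 Cytotoxicity counterscreen: CellTiter-Fluor fluorescence was measured in A549 ARE_Fluc cells after 18-24 h of compound exposure in a concentration series. The subsequent BugLite luminescent read reports ARE-luciferase activity.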
# CCT chaperon mod = High-Throughput Screening for Modulators of Cytosolic Chaperonin Activity | purified chaperonin ATPase assay, HTRF ADP detection, 30 min | activity change, % (test concentration not listed), hits read low | 360,000 compounds, 0.3% hits; in the data active means activity change below about -30%; further: on the % scale 0 is the no-effect control and ±100 the full control effect
#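 ATPase activity: ADP formed was measured by HTRF Transcreener (665/615 nm ratio) after 30 min at 37 deg C with 10 uM ATP. Compounds screened at one 76 uM concentration against 40 or 20 nM TRiC in Tris pH 7.4/KCl/MgCl2/DTT buffer.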
# Nrf2 activator = qHTS of Nrf2 Activators. 410,000 compounds, 0.31% hits. AREc32 ARE-luciferase reporter (MCF7-derived line), luminescence, 24 h. AID 624171, 2012. Potency, µM (series often up to 46.1 µM), for the others: at the highest dose activation, usual class: activators; further: potency means the concentration at half of the fitted maximal effect; % of control where 0% means no effect; nearly all actives have a fitted effect of over 65% in size
#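 Reporter line AREc32 (ARE-Fluc), seeded overnight in OPTI-MEM with 5% FBS; compound pin-transferred, 24 hr at 37 deg C, 5% CO2; luminescent read-out.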
# MmCpn inh = Inhibitors of TCP-1 ring complex (TRiC) of Methanococcus maripaludis (MmCpn): qHTS | Chaperonin Mm-Cpn (Methanococcus maripaludis) | purified Mm-Cpn ATPase, ADP Transcreener TR-FRET | Potency, µM (highest dose often 76.9 µM), inactives show at the top dose activity, negative = inhibition, usual class: inhibitors | 330,000 compounds, 0.031% hits | AID 504842, 2011; further: potency means the concentration at half of the fitted maximal effect; on the % scale 0 is the no-effect control and ±100 the full control effect; nearly all actives have a fitted effect of over 80% in size
#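 Reaction buffer contained 30 mM Tris pH 7.4, 100 mM KCl, 5 mM MgCl2 and 1 mM DTT. Mm-CPN (25 nM final) hydrolysed 10 uM ATP over 30 min at 37°C; ADP was read by HTRF.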
# TGFb inhibitor = qHTS for Inhibitors of TGF-b. HepG2 CAGA-GFP TGF-b/SMAD3 reporter, GFP fluorescence, 18 h; TGF-beta stimulated, 500 pg/mL final. Potency, µM (titrated, usually from 46.1 µM), without a hit: at the top dose activity, negative = inhibition, actives largely listed as inhibitors. 410,000 compounds, 1.2% hits. AID 588855, 2011; further: potency means the concentration at half of the fitted maximal effect; on the % scale 0 is the no-effect control and ±100 the full control effect; nearly all actives have a fitted effect of over 65% in size
#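 GFP signal (ex488/em500-530) from TGF-beta-stimulated HEPG2 CAGA-GFP cells, 500 pg/mL final, 18 h at 37 degrees C in DMEM plus 1% FBS, normalized to unstimulated and DMSO-stimulated controls.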
# Numbers without * were called inactive; i = inactive; ? = inconclusive; · = no result given; [ ] = another dose, or the depositor's remark. Unless noted, the call rests on the fitted dose curve; in most records, active means well fitted curve in the direction sought with a large enough effect; inconclusive means small, poorly fitted or top-dose-only effect, or another doubt; inactive means no such curve, though single readings can be large; an effect the other way counts as inactive or inconclusive.
# Second line of a record – Abeta yeast res	Nrf2 activator	HepG2 viability	Akt phos inh	TGFb inhibitor	A549 tox	MmCpn inh	Nrf2 inh	CCT chaperon mod
Cc1ccc(-n2nc3c(c2NC(=O)c2ccc4c(c2)OCO4)CS(=O)C3)c(C)c1 (stereo not given)
→ 10%	0.2%	0%	i	8%	2%	1%	6%	-1.3
N#CCC(=O)Nc1ccc(C(F)(F)F)cc1N1CCOCC1
→ 3%	0.2%	-12%	i	-12%	-5%	-6%	-8%	-0.4
COc1ccc(-n2cccc2/C=C/[N+](=O)[O-])cc1
→ -2%	-2.1%	-60%	i	18µM*	-4%	0%	3%	0.5
COc1ccc(/C=C(/NC(=O)c2ccco2)C(=O)Nc2ccc(C(C)=O)cc2)cc1
→ 8%	0.0%	-7%	i	-15%	-3%	2%	-8%	-1.3
O=C(O)[C@@H]1CCCN1c1ncnc2sc3c(c12)CCC3
→ 4%	0.4%	4%	i	?	-4%	-3%	·	-1.7
Cc1nn2c(=O)cc(COc3ccc(/C=C(\C#N)C(=O)Nc4ccccc4C)cc3)nc2s1
→ -5%	0.5%	-11%	·	-6%	3%	·	?	·
COc1ccc(CN(C)C(C)C(=O)Nc2ccc(S(=O)(=O)N3CCCCC3)cc2)cc1F (stereo not given)
→ 1%	2.3%	-32%	i	?	2%	0%	?	0.7
Cc1ccc(-c2csc(C(O)c3ccc(F)c(F)c3)n2)cc1C (stereo not given)
→ 28%	0.2%	-60%	i	?	·	·	·	-0.4
CCN1CCN(C(=O)Cn2cnc3sc(C)c(S(=O)(=O)N4CCN(c5ncccn5)CC4)c3c2=O)CC1
→ -6%	-1.6%[9.22 µM]	9%	i	9%	-7%	3%	9%	-4.0
COc1ccccc1CN(C)c1ccc(S(=O)(=O)N2CCN(C)CC2)cn1
→ -4%	0.4%	-14%	i	-30%	12%	-1%	-1%	-3.3
CCCSc1ncc(Cl)c(C(=O)Nc2sc(C(C)=O)c(C)c2C(=O)OCC)n1
→ -14%	-0.4%	12%	·	·	-11%	·	-22%	·
CCN1C(=O)[C@H]2[C@@H](c3ccc(C)cc3)N3C(=O)N(c4ccc(C(F)(F)F)cc4)C(=O)[C@@]3(Cc3ccccc3)[C@H]2C1=O
→ 9%	0.9%	-34%	i	-24%	-7%	-5%	-10%	0.9
CCOC(=O)CN1C(=O)C(Sc2n[nH]c(-c3cccc(C)c3)n2)CCc2ccccc21 (stereo not given)
→ 19%	-0.8%	-9%	i	-17%	-1%	1%	-27%	-0.2
CC1(C)CC(NC(=O)c2ccc(Cl)cc2Cl)CC(C)(C)N1
→ 7%	-0.6%	-2%	i	1%	-3%	1%	6%	-1.7
CCCn1c(=O)c(Cc2ccccc2)c(O)c2ccccc21
→ 10%	0.2%	-1%	i	11%	0%	1%	·	-1.9
COc1cccc(CNC(=O)CCCN2C(=O)CSc3c2c(C)nn3-c2ccccc2)c1OC
→ -11%	3.4%	-12%	·	?	2%	·	?	·
O=C1C2CCCN2C(=S)N1c1ccc(Cl)cc1 (stereo not given)
→ -17%	5.1%	-41%	i	?	1%	1%	-3%	-0.2
CC(C)Oc1ccc(CNC(=O)c2ccc3c(c2)N(C)C(=O)C2CCCCN32)cc1 (stereo not given)
→ -8%	17%	-37%	·	1%	22%	·	·	·
COc1cc(C2c3cc(O)c(OC)cc3CC(C(=O)O)C2CO)ccc1O (stereo not given)
→ 3%	3.1%	10%	i	10%	-1%	·	21%	-1.8
Cc1cccc(CN2CCN(C3CN(Cc4ccc(F)cc4)S(=O)(=O)C3)CC2)c1 (stereo not given)
→ 14%	4.5%	1%	i	0%	·	·	·	0.8

# The last 6 compounds of the section before open the next one:
# Second line of a record – Abeta yeast res	Nrf2 activator	HepG2 viability	Akt phos inh	TGFb inhibitor	A549 tox	MmCpn inh	Nrf2 inh	CCT chaperon mod
CCCn1c(=O)c(Cc2ccccc2)c(O)c2ccccc21
→ 10%	0.2%	-1%	i	11%	0%	1%	·	-1.9
COc1cccc(CNC(=O)CCCN2C(=O)CSc3c2c(C)nn3-c2ccccc2)c1OC
→ -11%	3.4%	-12%	·	?	2%	·	?	·
O=C1C2CCCN2C(=S)N1c1ccc(Cl)cc1 (stereo not given)
→ -17%	5.1%	-41%	i	?	1%	1%	-3%	-0.2
CC(C)Oc1ccc(CNC(=O)c2ccc3c(c2)N(C)C(=O)C2CCCCN32)cc1 (stereo not given)
→ -8%	17%	-37%	·	1%	22%	·	·	·
COc1cc(C2c3cc(O)c(OC)cc3CC(C(=O)O)C2CO)ccc1O (stereo not given)
→ 3%	3.1%	10%	i	10%	-1%	·	21%	-1.8
Cc1cccc(CN2CCN(C3CN(Cc4ccc(F)cc4)S(=O)(=O)C3)CC2)c1 (stereo not given)
→ 14%	4.5%	1%	i	0%	·	·	·	0.8
CS(=O)(=O)N1CCC(c2noc(-c3ccc(C(F)(F)F)cc3)n2)CC1
→ ?	3.5%	-31%	i	-23%	-23%	2%	?	-3.9
Cc1cc(C)cc(Oc2coc3cc(OC(=O)c4cccs4)ccc3c2=O)c1
→ 0%	2.7%	-29%	i	?	-10%	-4%	1%	-1.5
Cc1cccc(-c2noc(CN(C(=O)CCc3ccccc3)C(C)C)n2)c1
→ 7%	-0.6%	-13%	i	-23%	-22%	0%	?	-2.4
COc1ccc(CCNC(=S)Nc2cc(C)cc(C)c2)cc1
→ 25%	-1.2%	-34%	i	11%	9%	-4%	·	-2.2
CN(C)c1ccc(/C=N/NC(=O)c2ccc(CN3CCOCC3)cc2)cc1Br
→ -14%	2.7%	-30%	i	?	-2%	-2%	-14%	-3.8
C=C(CC[C@@H](O)C(C)(C)O)[C@H]1CC[C@]2(C)[C@@H]1CCC1[C@@]3(C)CC[C@H](O)C(C)(C)C3CC[C@]12C (stereo not given in full)
→ 10%	-0.5%	8%	i	0%	8%	0%	-6%	-0.8
Cc1ccc(NC(=O)Cn2c(=O)n(CCC(=O)NCc3ccccc3Cl)c(=O)c3ccccc32)cc1
→ -3%	-0.5%	-26%	·	?	-14%	·	?	·
O=C(N/N=C/c1cccc(F)c1)c1csc2c1CCCC2
→ 22%	4.5%	-5%	i	6%	-5%	-1%	·	0.3
COCc1cc(=O)oc2cc(NS(=O)(=O)c3ccc(C)cc3)ccc12
→ 4%	0.2%	5%	i	-18%	27%	-5%	?	0.4
CCOC(=O)C(=O)NC(C)CCc1ccccc1 (stereo not given)
→ 20%	-0.3%	12%	i	-3%	-4%	-1%	8%	-1.3
COc1ccccc1C(=O)NCC(=O)N/N=C/c1cc(Br)ccc1OC(=O)/C=C\c1ccco1
→ -13%	0.2%	-12%	i	-10%	10%	-2%	?	2.0
Cc1ccc(-c2nc3sc(C(N)=O)c(N)c3c3c2CCCC3)cc1
→ -21%	-0.7%	-4%	i	?	-5%	-8%	?	-0.8
CCCCN(C)C(=O)c1cn(CC)c2nc(C)ccc2c1=O
→ 1%	-1.1%	2%	i	-5%	-3%	1%	·	-1.1
CC1OC(Nc2cccc3ccccc23)C(O)C(O)C1O (stereo not given)
→ -21%	5.5%	-47%	i	?	-3%	-4%	2%	-0.7
Brc1ccc(C[n+]2ccccc2)cc1
→ 0%	0.2%	-15%	i	?	-7%	-2%	2.6µM*	0.4
O=C1COc2ccc(-c3cc(-c4ccc(Cl)cc4)c4c(n3)-c3ccccc3OC4)cc2N1
→ -8%	-0.2%	-18%	·	1%	12%	·	8%	·
Cc1ccc(N(C)S(=O)(=O)c2c(-c3ccccc3)csc2C(=O)O)cc1
→ 7%	-0.2%	-3%	·	-2%	-6%	·	6%	·
O=C(NCCc1csc(-c2ccc(F)cc2)n1)c1c(F)cccc1Cl
→ -22%	3.1%	-35%	·	-16%	15%	·	·	·
O=C(c1ccc(Cl)cc1)N1CCC(c2nc3ccccc3o2)CC1
→ 4%	0.8%	-24%	·	0%	0%	·	-17%	·
Cc1ccc(S(=O)(=O)N/N=C/C(C)(C)CO)cc1
→ -11%	1.3%	9%	i	0%	5%	-2%	·	-0.2

# The results go on:
# Second line of a record – Abeta yeast res	Nrf2 activator	HepG2 viability	Akt phos inh	TGFb inhibitor	A549 tox	MmCpn inh	Nrf2 inh	CCT chaperon mod
CCCS(=O)(=O)NCc1ccc2c(c1)cc(C)n2C
→ -12%	0.6%	-4%	i	6%	1%	-7%	20%	-7.7
COC(=O)c1ccccc1OCCN1CCCCCC1
→ -28%	-0.1%	3%	i	15%	1%	-2%	14%	-0.7
N=c1c(S(=O)(=O)c2ccc(Br)cc2)cc2c(=O)n3ccccc3nc2n1C1CCCC1
→ -1%	0.0%	-1%	·	8%	-4%	1%	4%	-1.3
CC1CCN(S(=O)(=O)c2ccc3c(ccc(=O)n3CC(=O)NCc3ccccc3Cl)c2)CC1
→ -1%	1.4%	-31%	·	-31%	11%	·	·	·
O=C(NCCc1cn2ccsc2n1)c1cccs1
→ -7%	4.7%	-17%	i	-13%	1%	-3%	17%	-4.1
